Source: PubChem BioAssay (several laboratories)
GASC-1 inh: inhibitors of GASC-1 histone demethylase, primary screen, biochemical, fluorescence, DELFIA europium. Lysine-specific demethylase 4C (Homo sapiens), Q9H3R0. GST-JMJD2C(1-420) H3K9me3 demethylation. inhibition, % at 2.35 µM. 0.069% of 330,000 active. AID 2099, 2009;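 active means more than half of a compound's replicate wells show inhibition beyond 50%, single wells judged on their own value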;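 further: signal counts dimethyl H3K9 product captured on neutravidin plate; 0% = median of DMSO wells and 100% = 0.3 times that DMSO median; strong numbers were not always called active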
PP5 primary: PP5 phosphatase inhibitors, primary screen, biochemical, fluorescence; Serine/threonine-protein phosphatase 5 (Homo sapiens), P53041; purified PP5c, OMFP substrate fluorescence; inhibition, % at 6.7 µM; 0.18% of 320,000 active;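 active means inhibition above the campaign's mean inhibition across all tested compounds plus 3 SD, cut at about 9.5% in these data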;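 further: 0% = DMSO only and 100% = 100 µM cantharidin control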
HCV core dimer: inhibitors of HCV core protein dimerization, primary screen, biochemical, TR-FRET, high-throughput | 0.33% of 300,000 active | TR-FRET GST/Flag-core106 dimerization, 1536-well | inhibition, % at 5 µM;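 active means inhibition above the mean of all tested compounds plus 3 SD, set per screening campaign, cut at about 45% in these data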
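test system = GST/Flag-tagged HCV core106 proteins | probe or stimulus = Eu donor and XL665 acceptor anti-tag antibodies | times = compound-protein-antibody incubation 4 h at 22.5 °C | signal = TR-FRET, excitation 340 nm, emission 617 and 671 nm | measure = percent inhibition of core106 dimerization signal | controls = wells lacking GST-core106 and wells with excess unlabelled core106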
TPT1 inhibitor: Candida albicans TPT1 enzyme inhibitors, primary screen, biochemical, fluorescence polarization; tRNA 2'-phosphotransferase TPT1 (Candida albicans SC5314); recombinant caTPT1, FP RNA substrate dephosphorylation; inhibition, % at 5 µM; 0.81% of 300,000 active; AID 1962, 2009;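 active means inhibition above the mean of all tested compounds plus 3 SD, set per screening campaign, cut at about 24% in these data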;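 further: plate controls were DMSO alone for no effect and ferristatin control at 100 nM for full effect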
LYPLA2 counter: LYPLA2 inhibitors, primary screen, counter-screen for PME1 inhibitor project, biochemical, fluorescence polarization, FP-Rh probe ABPP. AID 2177, 2009. recombinant LYPLA2. inhibition, % at 5.9 µM. 0.38% of 320,000 active;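 active means inhibition above the screen-wide mean plus 3 SD, limit set per campaign, cut at about 26% in these data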;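 further: 0% = LYPLA2 with DMSO and 100% = wells lacking LYPLA2 enzyme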
Fh CTSL1 inh: Fasciola hepatica cathepsin L1 inhibitors, primary screen, counter-screen for PFM18AAP inhibitor project, biochemical, QFRET, fluorogenic peptide substrate | inhibition, % at 5.96 µM | recombinant F. hepatica cathepsin L1, Z-Leu-Arg-MCA fluorescence | 0.49% of 300,000 active;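 active means inhibition above the mean of all tested compounds plus 3 SD, set per screening campaign, cut at about 17% in these data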;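 further: 0% = plate median of test compound wells and 100% = 1 µM Z-Phe-Ala-diazomethylketone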
Efflux pump mplx: inhibitors of Candida efflux pumps in yeast, primary screen, S. cerevisiae, Nile Red, multiplex | S. cerevisiae Candida pump triplex | inhibition, % at 10 µM | 0.44% of 330,000 active | AID 485275, 2010;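 active means plate passing quality check with inhibition over a set limit, or well fluorescence over plate mean plus 4 SD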;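 further: Nile Red retained in pooled yeast measured as flow cytometry median fluorescence; 0% = buffer negative control and 100% = Enniatin B positive control; higher means more Nile Red kept so more efflux inhibition; some compounds called inactive have numbers as strong as hits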
PREPL inhibitor: PREPL enzyme inhibitors, primary screen, biochemical, fluorescence polarization. Prolyl endopeptidase-like (Homo sapiens), Q4J6C6. recombinant PREPL, fluorescence polarization activity-based probe. inhibition, % at 5.96 µM. 0.68% of 320,000 active. AID 2751, 2010; in the data active means inhibition above about 43%;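 further: 0% = enzyme with DMSO and 100% = wells lacking enzyme; many of its hits are not listed in these tables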
Target sequence (Q4J6C6 whole entry, looked up): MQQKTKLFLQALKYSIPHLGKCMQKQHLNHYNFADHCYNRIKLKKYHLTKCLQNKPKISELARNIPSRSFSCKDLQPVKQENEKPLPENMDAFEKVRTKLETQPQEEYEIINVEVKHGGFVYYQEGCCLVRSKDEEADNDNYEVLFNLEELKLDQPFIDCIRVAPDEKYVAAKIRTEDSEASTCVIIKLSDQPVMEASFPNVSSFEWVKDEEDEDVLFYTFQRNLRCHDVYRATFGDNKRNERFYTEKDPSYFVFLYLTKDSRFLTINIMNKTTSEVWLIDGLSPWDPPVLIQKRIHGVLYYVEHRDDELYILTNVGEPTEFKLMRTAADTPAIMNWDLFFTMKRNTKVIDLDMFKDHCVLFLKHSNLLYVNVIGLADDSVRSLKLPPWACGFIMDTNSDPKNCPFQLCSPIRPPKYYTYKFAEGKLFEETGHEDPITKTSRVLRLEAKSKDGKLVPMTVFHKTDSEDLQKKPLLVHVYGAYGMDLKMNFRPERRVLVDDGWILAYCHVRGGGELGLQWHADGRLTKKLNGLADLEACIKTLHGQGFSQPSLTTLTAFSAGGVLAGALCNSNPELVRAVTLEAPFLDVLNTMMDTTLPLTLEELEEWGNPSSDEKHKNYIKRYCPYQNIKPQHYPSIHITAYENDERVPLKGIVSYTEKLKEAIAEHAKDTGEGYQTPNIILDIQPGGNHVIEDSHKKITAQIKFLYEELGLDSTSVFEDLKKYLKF
PP1 inh: PP1-alpha phosphatase inhibitors, primary screen, counter-screen for PP5 inhibitor project, biochemical, fluorescence, OMFP substrate, single point | 0.9% of 320,000 active | purified PP1alpha | inhibition, % at 6.7 µM;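 active means inhibition above the mean inhibition of all tested compounds plus 3 SD, computed separately for each screening campaign, cut at about 15% in these data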
Target sequence (P62136 whole entry, looked up): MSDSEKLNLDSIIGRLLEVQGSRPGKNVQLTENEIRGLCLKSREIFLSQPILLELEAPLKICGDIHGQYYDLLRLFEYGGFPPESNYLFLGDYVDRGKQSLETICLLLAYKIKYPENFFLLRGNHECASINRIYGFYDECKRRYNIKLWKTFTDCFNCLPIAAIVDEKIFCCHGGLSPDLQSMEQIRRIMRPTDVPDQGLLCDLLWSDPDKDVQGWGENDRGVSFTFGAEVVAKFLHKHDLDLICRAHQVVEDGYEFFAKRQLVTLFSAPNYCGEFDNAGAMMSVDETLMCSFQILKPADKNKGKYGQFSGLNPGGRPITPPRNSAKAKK
An asterisk follows results filed as active; x = no result given; & = joins results of further samples. Not all compounds are listed (hit frequency here may not be typical).

| mol | GASC-1 inh | PP5 primary | HCV core dimer | TPT1 inhibitor | LYPLA2 counter | Fh CTSL1 inh | Efflux pump mplx | PREPL inhibitor | PP1 inh |
| --- | --- | --- | --- | --- | --- | --- | --- | --- | --- |
| CCSc1ccccc1C(=O)NC1CCCCC1 | -6 | 0.0 | 1 | -3 | -5 | -2 | -0.1 | 12 | -3 |
| COc1ccc(Oc2nc(-c3ccccn3)nc3ccccc23)cc1 | 3 | -1.5 | 0 | -4 | 1 | 2 | 0.0 | -1 | 15 |
| Cc1ccc2[nH]c(=O)c(CN(Cc3ccco3)S(=O)(=O)c3c(C)ccc4nsnc34)cc2c1 | 8 | 0.6 | 14 | 5 | 3 | 1 | 0.0 | -10 | -1 |
| COc1ccc(/C=C/CN2CCC(n3nccc3NC(=O)C3CCCC3)CC2)cc1 | 4 | 1.7 | -2 | 2 | -2 | 0 | 0.1 | 0 | -1 |
| Nc1c(S(=O)(=O)c2ccccc2)csc1C(=O)O | -9 | -1.5 | 2 | 1 | 12 | -4 | -0.2 | -11 | -2 |
| O=C(NNC(=S)NC1CCCCC1)c1cccc(S(=O)(=O)Nc2ccccc2Cl)c1 | -1 | 1.0 | 18 | -3 | -6 | 2 | -0.4 | 3 | 0 |
| CCOC(=O)Cn1cc(C#N)c2cccc(CC)c21 | 3 | 1.0 | 5 | 0 | 2 | 3 | -0.1 | 0 | -3 |
| COc1ccc(C(=O)Oc2cc(C)[nH]c(=O)c2[N+](=O)[O-])c(OC)c1 | -29 | -0.5 | -3 | -1 | 4 | -3 | 0.0 | -5 | -1 |
| CCCOc1c(Br)cc(C(N)=O)cc1OCC | -7 | -1.6 | 2 | 2 | -1 | 0 | 0.1 | -3 | 4 |
| O=C(c1ccccc1)c1ccc(OCCO)cc1 | -7 | -1.6 | -2 | -3 | 2 | 3 | 0.0 | 3 | -3 |
| CN(C)c1ccc(NC(=O)c2ccc(COc3cccc(Cl)c3)o2)cc1 | -3 | 4.9 | 1 | 6 | 16 | -3 | 0.1 | 58* | 1 |
| O=C(NCc1n[nH]c(=O)c2ccccc12)C1CC(=O)N(c2ccccc2)C1 (stereo not given) | -7 | -0.9 | 1 | 0 | 0 | 5 | 0.4 | 16 | 0 |
| Cc1ccc(NC(=O)C(=O)C2C(=O)Nc3ccccc32)cc1 (stereo not given) | 5 | 3.7 | -4 | 2 | 8 | 3 | -0.2 | 5 | 0 |
| CCCCn1nc(C(=O)Nc2ccccc2N2CCCC2)c2ccccc2c1=O | -11 | 2.8 | x | x | -12 | x | 0.2 | 10 | 1 |
| O=C(N/N=C/c1ccc2c(c1)OCO2)c1cc(-c2ccccc2Cl)nc2ccccc12 | 2 | 3.8 | 23 | -3 | -33 | 7 | -8.9 | 15 | 3 |
| CC(C)[C@H](NS(=O)(=O)c1ccc(Cl)cc1)C(=O)OCC(=O)c1c(N)n(C)c(=O)n(C)c1=O | x | 1.0 | x | x | 7 | x | 0.0 | 11 | -2 |
| Clc1ccccc1-c1nnc2n1-c1ccccc1SC2 | -3 | 2.6 | 3 | -4 | 5 | 5 | 0.0 | -13 | -1 |
| CC1(OC(=O)CCc2ccccc2)C(=O)C=C2C=C(c3ccc(C#N)cc3)N(Cc3ccco3)C=C2C1=O (stereo not given) | 3 | 0.3 | 23 | 0 | -4 | -2 | 0.1 | 5 | 11 |
| COCCNC(=O)NC12CC3CC(CC(C3)C1)C2 | 8 | 0.6 | 6 | 3 | 0 | -1 | 0.0 | -11 | 0 |
| CCn1ccnc1CNC(=O)CC1C(=O)NCCN1Cc1ccc(OC)cc1OC (stereo not given) | 3 | -0.6 | -2 | -2 | 0 | 1 | 0.0 | 7 | -2 |
| O=C(C1CC(=O)N(C2CCCC2)C1)N1CCN(c2ccccc2)CC1 (stereo not given) | 11 | 1.2 | -2 | -2 | 8 | -4 | 0.0 | 38 | -2 |
| Cc1ccc(S(=O)(=O)N2CCN(C(=O)CNC(=O)c3ccc(Br)o3)CC2)cc1 | 1 | -0.6 | 4 | 0 | 0 | -2 | 0.0 | -9 | -6 |
| CC(=O)c1sc(=S)n(-c2ccccc2)c1C | -1 | -0.8 | -2 | -3 | 2 | -5 | 0.0 | -5 | -2 |
| CC(=O)C1=C(O)C(=O)N(c2ccccn2)C1c1cccc(F)c1 (stereo not given) | -10 | 1.3 | -4 | -1 | 2 | 0 | -0.2 | -8 | -1 |
| O=C(O)CNS(=O)(=O)c1ccc(Br)s1 | -1 | -2.6 | 3 | 1 | 0 | -1 | -0.2 | -7 | -3 |
| COCC(=O)N1CCc2ccc(NC(=O)c3ccccc3Cl)cc2C1 | -4 | 0.8 | -4 | -3 | 6 | -3 | 0.0 | 9 | -3 |
| COc1ccc(N2CCN(C(=O)c3cc4cc(Cl)ccc4[nH]3)CC2)cc1 | 9 | 6.8 | -2 | 3 | 37* | -3 | -0.3 | 28 | 1 |
| CC(C)C(O)P(=O)(OCc1ccccc1)c1ccc(N(C)C)cc1 (stereo not given) | 26 | -2.4 | -1 | 0 | 1 | 3 | 0.1 | 19 | 2 |
| CCOC(=O)c1sc(NC(=O)CSc2nnc(-c3ccc(OC)cc3)n2CCOC)nc1C | 33 | 3.9 | -1 | 0 | 9 | -1 | 0.0 | 7 | -5 |
| Cc1cc(Br)ccc1SCC(=O)OCC(=O)Nc1ccc2[nH]c(=O)[nH]c2c1 | -5 | 0.4 | x | x | -4 | x | -0.3 | 12 | 1 |
| CC(C)Sc1ccc(C(=O)Nc2ccc(F)cc2F)cn1 | 10 | -2.5 | -3 | 1 | 5 | 0 | 0.0 | -2 | -1 |
| CSc1ccc(S(=O)(=O)Nc2ccc(S(=O)(=O)Nc3ccc(C)cc3)cc2)cc1 | 47 | 1.9 | 8 | 2 | -9 | 2 | 0.0 | -20 | 1 |
| CCc1cc(C(=O)N/N=C/c2ccc(O)cc2)c2ccccc2n1 | 0 | 1.2 | -2 | -2 | 2 | 4 | 0.0 | -3 | -1 |
| COc1cccc2c1NC(C(=O)O)C1CC=CC21 (stereo not given) | -5 | 3.8 | 45 | 17 | 6 | -5 | -0.1 | 41 | 37* |
| O=c1[nH]c(CSc2nc3ccccc3s2)nc2ccccc12 | 0 | 2.7 | 0 | 0 | 3 | -4 | 0.1 | -30 | -3 |
| C/C(=N\Nc1nc2ccccc2s1)c1ccc2c(c1)OCO2 | 0 | 3.4 | -1 | -2 | -6 | 3 | -0.2 | 34 | 1 |
| CN(c1ccc(OCC(=O)OCC(=O)NCc2ccco2)cc1)S(=O)(=O)c1ccc2ccccc2c1 | -6 | 2.5 | 5 | 0 | 1 | 9 | 0.2 | -2 | 3 |
| c1ccc(Cn2c(CNc3nc4ccccc4n3CCN3CCOCC3)nc3ccccc32)cc1 | 2 | 0.1 | 4 | 4 | -1 | -1 | 1.1 | 26 | 3 |
| CCOC(=O)c1nncc(-c2ccccc2)n1 | -6 | 0.1 | x | x | -2 | x | -0.1 | -4 | 5 |
| CC(=O)NCCc1ccc(S(=O)(=O)NCc2ccc3c(c2)OCO3)cc1 | -39 | 0.8 | 1 | 0 | 1 | -1 | 0.0 | -2 | -4 |
| O=C(NCc1ccco1)C(c1cccs1)N(Cc1ccccc1)C(=O)Cn1nnc2ccccc21 (stereo not given) | -4&-5 | 2.5 | 4 | 2 | -5 | -1 | 0.0 | -15 | 0 |
| COc1ccc(/C=N/NC(=S)Nc2ccccc2)cc1COc1ccc(Br)cc1 | 16 | 3.1 | 6 | 2 | -3 | 4 | 0.1 | -2 | 9 |
| O=C(N/N=C/c1ccc(O)cc1)c1nc(-c2ccccc2)n(-c2ccccc2)n1 | -15 | -1.5 | 7 | -1 | -1 | 5 | 0.0 | 9 | -4 |
| CC(=O)Oc1ccc(C(=O)NCc2ccco2)cc1 | 13 | 0.7 | -2 | -4 | -2 | -6 | 0.0 | -1 | -2 |
| N#Cc1c(NC(=O)CSc2n[nH]c(Cc3ccccc3)n2)oc(-c2ccccc2)c1-c1ccccc1 | 5 | 4.6 | 28 | 1 | -24 | 4 | 0.0 | 8 | 15 |

Look-ups from the results shown:
Reading of N#Cc1c(NC(=O)CSc2n[nH]c(Cc3ccccc3)n2)oc(-c2ccccc2)c1-c1ccccc1 under PREPL inhibitor: 8
Reading of COc1ccc(/C=N/NC(=S)Nc2ccccc2)cc1COc1ccc(Br)cc1 under LYPLA2 counter: -3

Next part:
| mol | GASC-1 inh | PP5 primary | HCV core dimer | TPT1 inhibitor | LYPLA2 counter | Fh CTSL1 inh | Efflux pump mplx | PREPL inhibitor | PP1 inh |
| --- | --- | --- | --- | --- | --- | --- | --- | --- | --- |
| O=C(N/N=C/c1ccc[nH]1)c1cc(-c2cccs2)nc2ccccc12 | 15 | -0.1 | 14 | -1 | -9 | -8 | 0.1 | -10 | 4 |
| Cc1cc(Cl)ccc1OCC(=O)Nc1ccc2oc(=O)ccc2c1 | 7 | 2.9 | 14 | -7 | -6 | -2 | 0.0 | 5 | 3 |
| O=C(CN(C(=O)CCC(=O)Nc1nccs1)c1cccc(F)c1)NCc1ccc(F)cc1 | 3 | 1.9 | -1 | 0 | 3 | -3 | 0.0 | -7 | 0 |
| CC1(C)Cn2c(nnc2-c2ccccc2)S1 | x | 2.4 | 1 | 0 | -2 | -3 | 0.0 | -3 | -1 |
| CCN1CCN(S(=O)(=O)c2ccc(Cl)c(C(=O)NC3CCCCC3)c2)CC1 | 14 | 0.8 | 1 | -1 | -2 | -2 | 0.1 | 14 | -4 |
| Cc1nnc(NC(=O)CCS(=O)(=O)Cc2ccccc2)s1 | 35 | 1.1 | 3 | -3 | -4 | -1 | -0.4 | 1 | 0 |
| CN1CCCN(C(=O)CNC(=O)Cc2ccccc2)CC1 | 31 | 0.3 | -7 | -3 | 3 | 0 | -0.6 | 23 | -3 |
| Cc1ccc(CNC(=O)CCCc2c[nH]c3ccccc23)cc1 | -2 | 1.8 | -8 | -2 | 0 | -4 | -0.2 | -13 | 2 |
| O=C(Cc1cccs1)N1CCN(c2ccc(F)cc2)CC1 | -20 | -3.8 | -2 | 2 | 3 | -9 | 0.2 | 12 | -8 |
| O=C(N/N=C1\C2CN3CCN(C2)CC1(c1ccccc1)C3)c1ccc(F)cc1 | -50 | 1.3 | -4 | -3 | 11 | 3 | -0.4 | 10 | -1 |
| O=C(COC(=O)c1cc[n+]([O-])cc1)Nc1ccc(SC(F)F)cc1 | 43 | -0.5 | 10 | 6 | -6 | -11 | 0.1 | -27 | -3 |
| Cc1cc(C)c2nc(NNC(=O)c3cc(-c4cccs4)nc4ccccc34)sc2c1 | 3 | 2.6 | 15 | 8 | -17 | -1 | 0.3 | -10 | 6 |
| COc1ccc(-c2csc3ncnc(Cl)c23)cc1 | 4 | 0.3 | 8 | -3 | 6 | 7 | 0.5 | 6 | -2 |
| CC(C)(C)c1nc2scc(-c3cccs3)c2c(=O)o1 | -8 | -0.3 | 2 | -5 | 5 | 1 | 0.0 | -6 | 1 |
